JNK3 blocker – JNK3 (human) kinase inhibition. AID 746. inhibition, % at 8 µM. purified JNK3 kinase activity, HTS. hit rate 0.61% among 60,000. P53779; in the data active means inhibition above about 17%;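 further: 0% = DMSO and 100% = reference inhibitor; many of its hits are not listed in these tables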
PKA kinase inh – blocks human protein kinase A activity; P17612; PKA Kemptide phosphorylation, Kinase-Glo ATP luminescence; inhibition, % at 6 µM; hit rate 0.1% among 65,000; AID 524;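 active means inhibition above the screen-wide mean inhibition plus 3 SD, cut at about 21% in these data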; further: many of its hits are not listed in these tables
Her2 expr inh – inhibitors of human Her2 kinase expression | P04626 | SKBR-3 HER2 protein level, AlphaScreen, 18-24 h; active compounds read low | HER2 level % of control, % at 10 µM | hit rate 0.69% among 65,000;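 active means HER2 level under 5% of the carrier-only control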;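 further: 100% = DMSO carrier and 0% = 500 nM PU-H71 HSP90 inhibitor; lower value means stronger loss of Her2 protein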
MKP-1 inh – blocks human MKP-1 phosphatase activity. P28562. recombinant MKP-1, OMFP hydrolysis fluorescence. inhibition, %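 (compounds tested at a single concentration somewhere between 10 and 100 µM)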. hit rate 0.15% among 65,000. AID 374;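 active means inhibition above about 50%, limit read from the data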;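 further: 0% = DMSO max control wells and 100% = wells with enzyme stopped by NaOH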
Fluor 339 460 – intrinsic fluorescence of library compounds, ex339/em460 – biochemical, MLSMR library, data from DPM-DC assay, artefact control, profiling panel | fluorescence fold increase at 10 µM | compound autofluorescence, ex339/em460 nm, NADH buffer; active compounds read high; 1 = no-compound wells, NADH background | hit rate 5.5% among 65,000;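 active means at 10 µM, mean starting fluorescence two-fold or more over control wells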;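 further: signal is the first read of a kinetic run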
Abs 340nm – absorbance at 340 nm. compound absorbance at 340 nm, fold over control. fold change at 10 µM. 65,000 tested, under 10 active;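 active means at 10 µM dose, initial 340 nm absorbance at least 2 fold that of control wells; inactive means change under 2 fold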;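 further: initial absorbance extrapolated from kinetic A340 decline of NADH oxidation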
ROCK2 inh – blocks human Rho kinase 2 activity. O75116. purified ROCK2, Kinase-Glo ATP depletion luminescence. inhibition, % at 6 µM. hit rate 0.35% among 60,000. AID 604;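 active means inhibition above the screen-wide mean inhibition plus 3 SD, cut at about 18% in these data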;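 further: plate controls were DMSO wells for no effect and Y-27632 control wells after no-enzyme background subtraction for full effect; many of its hits are not listed in these tables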
Target sequence (O75116 whole entry, looked up): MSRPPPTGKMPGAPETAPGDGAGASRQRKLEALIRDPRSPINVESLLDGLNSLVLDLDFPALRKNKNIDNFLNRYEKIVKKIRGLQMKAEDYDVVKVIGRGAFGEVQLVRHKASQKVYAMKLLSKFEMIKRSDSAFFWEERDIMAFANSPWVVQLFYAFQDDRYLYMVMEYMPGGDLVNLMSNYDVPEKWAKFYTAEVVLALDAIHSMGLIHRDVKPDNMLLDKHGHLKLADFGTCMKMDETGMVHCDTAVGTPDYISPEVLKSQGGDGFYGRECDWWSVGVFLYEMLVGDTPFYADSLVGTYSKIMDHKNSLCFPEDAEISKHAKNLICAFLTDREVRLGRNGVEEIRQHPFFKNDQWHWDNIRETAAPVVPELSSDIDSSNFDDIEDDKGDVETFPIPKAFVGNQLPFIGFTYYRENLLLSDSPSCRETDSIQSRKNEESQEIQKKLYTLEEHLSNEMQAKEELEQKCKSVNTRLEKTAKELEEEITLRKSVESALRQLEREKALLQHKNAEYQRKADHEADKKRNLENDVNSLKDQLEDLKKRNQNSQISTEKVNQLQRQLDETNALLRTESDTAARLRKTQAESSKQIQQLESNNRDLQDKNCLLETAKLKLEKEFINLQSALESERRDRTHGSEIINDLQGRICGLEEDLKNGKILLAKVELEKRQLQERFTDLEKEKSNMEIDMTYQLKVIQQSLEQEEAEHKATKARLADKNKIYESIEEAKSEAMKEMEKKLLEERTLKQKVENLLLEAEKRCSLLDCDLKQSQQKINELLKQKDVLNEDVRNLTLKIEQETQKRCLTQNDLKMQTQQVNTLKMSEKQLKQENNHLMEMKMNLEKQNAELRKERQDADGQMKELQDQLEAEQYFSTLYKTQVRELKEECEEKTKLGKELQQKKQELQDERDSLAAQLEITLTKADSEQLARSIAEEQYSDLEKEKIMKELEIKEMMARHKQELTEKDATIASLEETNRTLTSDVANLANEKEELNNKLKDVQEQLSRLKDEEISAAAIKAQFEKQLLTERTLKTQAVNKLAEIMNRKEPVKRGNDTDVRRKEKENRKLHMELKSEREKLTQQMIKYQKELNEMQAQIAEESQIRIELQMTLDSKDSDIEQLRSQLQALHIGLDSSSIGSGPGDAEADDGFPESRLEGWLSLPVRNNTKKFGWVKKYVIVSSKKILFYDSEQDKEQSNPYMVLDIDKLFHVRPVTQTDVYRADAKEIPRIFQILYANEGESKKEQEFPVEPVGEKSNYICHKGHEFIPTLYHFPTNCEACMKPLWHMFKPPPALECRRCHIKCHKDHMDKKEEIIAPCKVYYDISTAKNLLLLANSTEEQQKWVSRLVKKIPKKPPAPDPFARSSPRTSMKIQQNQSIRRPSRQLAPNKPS
Hsp90 block – displaces geldanamycin probe from tumor Hsp90; P07900; NCI-N417 lysate Hsp90, Cy3B-geldanamycin FP displacement; inhibition, % at 30 µM; hit rate 0.35% among 64,000;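 active means inhibition above 50%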;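 further: 0% = tracer plus lysate wells and 100% = tracer alone without lysate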
Cdc25B block – inhibitors of human Cdc25B phosphatase; P30305; recombinant Cdc25B, OMFP fluorescence Ex485/Em525; inhibition, %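 (compounds tested at 10 µM final in the well)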; hit rate 0.1% among 65,000; AID 368; in the data active means inhibition above about 50%
* = called active by the depositor; · = not tested or not shown; & = joins results of further samples. Some of the compounds tested; the hit share may differ from the screen's.

Values run as follows: JNK3 blocker | PKA kinase inh | Her2 expr inh | MKP-1 inh | Fluor 339 460 | Abs 340nm | ROCK2 inh | Hsp90 block | Cdc25B block
#1 CC(CN(C)Cc1ccccc1)OC(=O)c1ccc2c(c1)OCCO2 (stereo not drawn)
 : · | 4 | 108 | -12 | 1 | 1 | · | -2 | -13
#2 CN(C1CCS(=O)(=O)C1)S(=O)(=O)c1ccc(N2CCCC2=O)cc1 (stereo not drawn)
 : 1 | 4 | 104 | 5 | 1.1 | 1 | 2 | -6 | -7
#3 O=C(NC1CCCCCCC1)c1ccco1
 : -3 | 8 | 102 | 0 | 1.1 | 1.1 | 6 | -1 | -7
#4 O=C(CN1C2=NCCN2c2ccccc21)N1CCOCC1
 : 1 | 8 | 90 | -8 | 1 | 1 | 1 | -4 | 0
#5 Oc1c(I)cc(I)c2cccnc12
 : -3 | 2 | 105 | -3 | 1 | 1 | 9 | 4 | -19
#6 COc1ccc(NC(=O)c2ccco2)cc1NC(=O)c1ccc(Br)o1
 : 6 | 4 | 82 | -2 | 1.1 | 1.1 | 1 | -3 | -2
#7 NC(=O)C1CCCN(S(=O)(=O)c2ccccc2)C1 (stereo not drawn)
 : 6 | 7 | 99 | -2 | 1.1 | 1 | 0 | -5 | -4
#8 CCCSc1nnc(NC(=O)Nc2ccccc2)s1
 : 1 | 5 | 87 | -16 | 1.1 | 1 | 5 | 0 | 15
#9 O=C1c2ccccc2C(O)(Cc2ccccc2)N1CCCN1CCOCC1 (stereo not drawn)
 : -4 | 8 | 88 | 8 | 1.1 | 1 | 7 | -1 | -5
#10 CCC(C)(C)n1nnnc1C(c1cc2cc(OC)c(OC)cc2[nH]c1=O)N1CCc2ccccc21 (stereo not drawn)
 : -5 | 6 | 72 | 27 | 1.1 | 1.1 | 5 | -6 | 13
#11 CCCC(=O)Nc1c(O)c2ccccc2[nH]c1=O
 : -5 | -5 | 119 | 24 | 1.1 | 1 | 6 | 5 | -8
#12 COC(=O)C1=C(N)Oc2cc(C)n(Cc3cccnc3)c(=O)c2C1c1ccc(OC)c(OC)c1OC (stereo not drawn)
 : 0 | -1 | 111 | -14 | 1.1 | 1 | -2 | -6 | 4
#13 CC(=O)c1cccc(NC(=O)N2CCCC2C(=O)NCc2ccccc2)c1 (stereo not drawn)
 : · | 8 | · | 2 | 1 | 1 | · | · | 2
#14 Cc1nn(CC(O)COc2ccc3c(c2)CCC3)c(C)c1C (stereo not drawn)
 : 2 | 0 | 89 | 19 | 1.1 | 1 | 4 | -1 | -13
#15 COC(=O)c1ccc(C(=O)OC)c(NC(=O)c2cc3ccccc3o2)c1
 : -4 | 7 | 123 | -18 | 1.1 | 1 | 6 | -16 | -16
#16 CC(C)c1nnc(NC(=O)CN(C)S(=O)(=O)c2ccc3c(c2)OCCO3)s1
 : -7 | 2 | 86 | 0 | 1.1 | 1 | -3 | -3 | -6
#17 CC(=O)n1c2ccccc2c2c(C#N)c(N3CCCCC3)sc21
 : 13 | -1 | 76 | -8 | 1.2 | 1.1 | 4 | 1 | -7
#18 Cc1c(NC(=O)C(C)Sc2nnc(-c3ccccc3)o2)c(=O)n(-c2ccccc2)n1C (stereo not drawn)
 : 3 | 3 | 112 | 24 | 1 | 1 | 0 | -1 | -15
#19 Cc1cc(SCC(=O)OCC(=O)N2CCN(C(=O)c3ccco3)CC2)c(C)cc1Br
 : · | 1 | 30 | · | 1 | 1 | · | · | ·
#20 COc1ccc(NC(=O)CSc2nc(C)cc(C(F)(F)F)n2)cc1
 : 4 | 0 | 80 | 10 | 1 | 1 | 2 | 3 | -1
#21 CCOc1cccc(-c2nc3cc(C)ccc3o2)c1
 : 1 | -5 | 67 | 10 | 1.1 | 1.1 | -5 | 1 | 7
#22 CC(=O)c1cccc(NC(=O)N2CCCC2C(=O)Nc2cccc(C)c2)c1 (stereo not drawn)
 : -1 | -2 | 100 | 5 | 1.1 | 0.98 | -2 | -2 | -12
#23 CC(=O)Nc1nc2ccccc2n1Cc1ccccc1C
 : -5 | 5 | 85 | -1 | 1 | 1 | 10 | -6 | -2
#24 CC(=O)O[C@H]1CSC[C@H]1NC(=O)c1ccccc1
 : -6 | -4 | 86 | 25 | 1 | 0.99 | 3 | -1 | 1
#25 O=c1c2cc(N3CCOCC3)ccc2[nH]c(=S)n1CC1CCCO1 (stereo not drawn)
 : · | -5 | 98 | 4 | 4* | 1.1 | · | 2 | -9
#26 CCc1cccc2c3c([nH]c12)C(CC)(CC(=O)O)OCC3 (stereo not drawn)
 : -10 | -7 | 85 | -3 | 1 | 0.99 | -1 | -1&1 | 20
#27 CC(C)(C)NC(=O)c1ccc2c(c1)N(CC(=O)N1CCN(c3ccc(F)cc3)CC1)C(=O)C(C)(C)O2
 : -4 | -1 | 97 | 26 | 0.95 | 0.97 | 3 | -4 | -10
#28 CCCCc1nc2ccccc2c(C(=O)O)c1C
 : 3 | 10 | 98 | 0 | 1 | 1 | 4 | -2 | -4
#29 CCOC(=O)c1cc(-c2cc3ccccc3o2)n[nH]1
 : 4 | 3 | 81 | 10 | 1.1 | 1 | -1 | -5 | -4
#30 Cc1ccc2nc(NC(=O)c3cccs3)sc2c1
 : · | 6 | 43 | 1 | 1.5 | 1.1 | · | · | -14
#31 CCC(C)NC(=O)c1cnn2c(C)c3c(nc12)CCCC3 (stereo not drawn)
 : · | 7 | 109 | 0 | 4.9* | 1 | · | 0 | -5
#32 CC1(C)CCCC2=C1CC1C(=O)N(c3ccccc3)C(=O)C1C2 (stereo not drawn)
 : 0 | -15 | 54 | 3 | 1.1 | 1.1 | -6 | 1 | 1
#33 O=C(CNC(=O)c1ccco1)OCc1c(F)cccc1Cl
 : 4 | 9 | 104 | 0 | 0.82 | 1 | 8 | 0 | 5
#34 CCOC(=O)c1cc2cc(-c3c(C(=O)OCC)oc4cc(O)cc(O)c4c3=O)ccc2o1
 : · | 3 | 29 | 21 | 1.1 | 1.1 | · | · | 4
#35 COc1ccc(N2CCN(CCNC(=O)C3CCN(S(=O)(=O)c4cccs4)CC3)CC2)cc1
 : 1 | 7 | 87 | 11 | 1.1 | 0.96 | 3 | -7 | -12
#36 COc1ccc(NC(=O)Nc2c(C)n(-c3ccccc3)c(=O)n2C)cc1OC
 : 3 | 5 | 91 | 7 | 1.1 | 1 | 3 | -1 | 3
#37 O=C(OCC(=O)N1CCC(Cc2ccccc2)CC1)c1ccc[nH]c1=O
 : -3 | 6 | 98 | -15 | 1.1 | 1.1 | 8 | -3 | 6
#38 CCOc1ccc(-c2nnc(NC(=O)c3ccc(OCC(C)C)c(OC)c3)o2)cc1
 : 0 | 8 | 101 | 30 | 4.9* | 1 | 0 | 2 | -9
#39 Cc1ccc(NC(=O)C2CC(=O)NC(N3CCCCC3)=N2)cc1Cl (stereo not drawn)
 : 8 | 7 | 103 | 29 | 1.1 | 1.1 | 12 | -1 | -7
#40 Cc1csc(NC(=O)C2CCCN(S(=O)(=O)c3cccnc3)C2)n1 (stereo not drawn)
 : 15 | 3 | 105 | -2 | 1.1 | 1.1 | -1 | -1 | -3
#41 Cc1ccc2nc(NC(=O)C3CCCN(S(=O)(=O)c4cccc5nsnc45)C3)sc2c1 (stereo not drawn)
 : 7 | 2 | 78 | 28 | 1.1 | 1 | 0 | -3 | 7
#42 O=c1cc(Cn2nnc(-c3ccc(Cl)cc3)n2)nc2sccn12
 : -4 | -3 | 99 | 18 | 1.2 | 1 | 0 | 4 | 7
#43 CCn1c(COc2ccc(OC)cc2)nnc1SCC(=O)Nc1cc(OC)ccc1OC
 : 7 | -1 | 83 | -1 | 1.1 | 0.96 | -2 | 0 | -19
#44 CN(C1CCCCC1)S(=O)(=O)c1ccc(NC(=O)c2ccco2)cc1
 : 5 | 7 | 120 | -12 | 1 | 0.99 | 3 | 1 | -2
#45 CCCCS(=O)(=O)c1sc2nc(C)cc(C)c2c1N
 : 2 | 7 | 148 | 17 | 2* | 1.1 | 7 | -2 | 3
#46 COC(=O)c1c(F)c(F)c(NCCO)c(F)c1F
 : -1 | 6 | 139 | -1 | 1.1 | 1 | 4 | -3 | 2
#47 CN=c1scc(C)n1/N=C/c1ccc2c(c1)OCO2
 : -13 | 4 | 97 | 17 | 1.1 | 1.1 | 0 | 1 | 2
#48 CC1Cc2cc(/C(O)=C3/C(=O)C(=O)N(Cc4ccco4)C3c3cccs3)ccc2O1 (stereo not drawn)
 : 5 | 3 | 87 | 16 | 1.1 | 1.1 | -4 | -7 | 4
#49 O=P(O)(CCc1ccccn1)CN1CCOCC1
 : 2 | 8 | 72 | 13 | 0.94 | 1 | 6 | -1 | -8
#50 Cc1ccc2cc(CN(Cc3nnnn3C3CCCCC3)CC3CCCO3)c(=O)[nH]c2c1 (stereo not drawn)
 : 2 | 4 | 107 | 15 | 1.1 | 1 | 4 | 0 | -12
#51 CCCn1c2c(c(O)c(C(=O)Nc3ncccc3O)c1=O)CCCC2
 : 4 | -1 | 97 | -13 | 1.3 | 1.1 | -4 | -5 | -2
#52 CN(Cc1ccccc1)Cc1nc2c(c(=O)n(C)c(=O)n2C)n1Cc1ccccc1Cl
 : 4 | -2 | 88 | 19 | 1.1 | 0.98 | 3 | -1 | -4
#53 O=C(Cn1cc(C(=O)c2ccco2)c2ccccc21)NC1CCCC1
 : 1 | 4 | 69 | 9 | 1.1 | 1.1 | 4 | -2 | -11
#54 CNC(=O)c1cc(C)c(-c2ccccc2)s1
 : -10 | -3 | 94 | -1 | 1.4 | 1.1 | -4 | -11 | -5
#55 COc1ccc(/C(C)=N\n2cnnc2)cc1
 : -3 | 9 | 101 | 1 | 1.1 | 1 | 8 | 1 | -5
#56 O=S(=O)(c1cc(Cl)ccc1Br)N1CCCCC1
 : 4 | 3 | 92 | -5 | 1.1 | 1 | 4 | -4 | -3
#57 CCC(=O)N1CCN(c2ccc(Cl)cc2NC(=O)Cc2ccccc2)CC1
 : 0 | 1 | 109 | 8 | 1.1 | 1.1 | 3 | 2 | -9

Compounds above with a furan ring, fused or not, in the order listed:
Values run as follows: JNK3 blocker | PKA kinase inh | Her2 expr inh | MKP-1 inh | Fluor 339 460 | Abs 340nm | ROCK2 inh | Hsp90 block | Cdc25B block
#3 O=C(NC1CCCCCCC1)c1ccco1
 : -3 | 8 | 102 | 0 | 1.1 | 1.1 | 6 | -1 | -7
#6 COc1ccc(NC(=O)c2ccco2)cc1NC(=O)c1ccc(Br)o1
 : 6 | 4 | 82 | -2 | 1.1 | 1.1 | 1 | -3 | -2
#15 COC(=O)c1ccc(C(=O)OC)c(NC(=O)c2cc3ccccc3o2)c1
 : -4 | 7 | 123 | -18 | 1.1 | 1 | 6 | -16 | -16
#19 Cc1cc(SCC(=O)OCC(=O)N2CCN(C(=O)c3ccco3)CC2)c(C)cc1Br
 : · | 1 | 30 | · | 1 | 1 | · | · | ·
#29 CCOC(=O)c1cc(-c2cc3ccccc3o2)n[nH]1
 : 4 | 3 | 81 | 10 | 1.1 | 1 | -1 | -5 | -4
#33 O=C(CNC(=O)c1ccco1)OCc1c(F)cccc1Cl
 : 4 | 9 | 104 | 0 | 0.82 | 1 | 8 | 0 | 5
#34 CCOC(=O)c1cc2cc(-c3c(C(=O)OCC)oc4cc(O)cc(O)c4c3=O)ccc2o1
 : · | 3 | 29 | 21 | 1.1 | 1.1 | · | · | 4
#44 CN(C1CCCCC1)S(=O)(=O)c1ccc(NC(=O)c2ccco2)cc1
 : 5 | 7 | 120 | -12 | 1 | 0.99 | 3 | 1 | -2
#48 CC1Cc2cc(/C(O)=C3/C(=O)C(=O)N(Cc4ccco4)C3c3cccs3)ccc2O1 (stereo not drawn)
 : 5 | 3 | 87 | 16 | 1.1 | 1.1 | -4 | -7 | 4
#53 O=C(Cn1cc(C(=O)c2ccco2)c2ccccc21)NC1CCCC1
 : 1 | 4 | 69 | 9 | 1.1 | 1.1 | 4 | -2 | -11

Bioassay records as filed in PubChem BioAssay.
